# CF NFkB inh = inhibitors of cystic fibrosis induced NF-kB; KKLEB NF-kB-GFP reporter, PAF-induced, GFP fluorescence overnight; inhibition, % at 5 µM; 360,000 compounds, 0.86% hits; AID 588850;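 active means at least 50% inhibition at 5 µM, scaled per plate between neutral and stimulator controls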;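 further: PAF is a Pseudomonas aeruginosa culture filtrate used as stimulus; plate controls were PAF-stimulated DMSO wells for no effect and unstimulated DMSO wells for full effect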
# TWEAK-Fn14 inh = TWEAK-Fn14 signaling inhibition; inhibition, % at 10 µM; AID 1159606; TWEAK-stimulated Fn14 reporter cells, luciferase luminescence, 8 h; 360,000 compounds, 2% hits; in the data active means inhibition above about 50%
# TROY NFkB inh = blocks TROY-dependent signaling in reporter cells | Q293 LMP1-TROYcd NF-kB luciferase reporter, 4 h | inhibition, % at 10 µM | 360,000 compounds, 0.98% hits;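 active means compounds whose plate-normalised and pattern-corrected inhibition of the luciferase reporter signal at the single screening dose is 50% or more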
# C8 TRAIL sens = caspase-8 TRAIL sensitization | 360,000 compounds, 1% hits | NB7+C8 cells + TRAIL, ATPlite viability luminescence | inhibition (viability loss, TRAIL sensitization), % at 10 µM;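 active means compounds causing at least 50% loss of cell viability in the single-dose screen, relative to plate controls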
# SRC2 inh = human SRC2 (NCOA2) inhibition. HEK293 GAL4-SRC2 luciferase reporter, luminescence. inhibition, % at 9 µM. 370,000 compounds, 0.17% hits. AID 651957;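 active means inhibition above the mean inhibition of all tested compounds plus 3 SD, set per campaign, cut at about 52% in these data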;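 further: 0% = DMSO treated cells and 100% = cells given Gossypol at 36 µM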
# Target sequence (Q15596 whole entry, looked up, the tested form may be a part): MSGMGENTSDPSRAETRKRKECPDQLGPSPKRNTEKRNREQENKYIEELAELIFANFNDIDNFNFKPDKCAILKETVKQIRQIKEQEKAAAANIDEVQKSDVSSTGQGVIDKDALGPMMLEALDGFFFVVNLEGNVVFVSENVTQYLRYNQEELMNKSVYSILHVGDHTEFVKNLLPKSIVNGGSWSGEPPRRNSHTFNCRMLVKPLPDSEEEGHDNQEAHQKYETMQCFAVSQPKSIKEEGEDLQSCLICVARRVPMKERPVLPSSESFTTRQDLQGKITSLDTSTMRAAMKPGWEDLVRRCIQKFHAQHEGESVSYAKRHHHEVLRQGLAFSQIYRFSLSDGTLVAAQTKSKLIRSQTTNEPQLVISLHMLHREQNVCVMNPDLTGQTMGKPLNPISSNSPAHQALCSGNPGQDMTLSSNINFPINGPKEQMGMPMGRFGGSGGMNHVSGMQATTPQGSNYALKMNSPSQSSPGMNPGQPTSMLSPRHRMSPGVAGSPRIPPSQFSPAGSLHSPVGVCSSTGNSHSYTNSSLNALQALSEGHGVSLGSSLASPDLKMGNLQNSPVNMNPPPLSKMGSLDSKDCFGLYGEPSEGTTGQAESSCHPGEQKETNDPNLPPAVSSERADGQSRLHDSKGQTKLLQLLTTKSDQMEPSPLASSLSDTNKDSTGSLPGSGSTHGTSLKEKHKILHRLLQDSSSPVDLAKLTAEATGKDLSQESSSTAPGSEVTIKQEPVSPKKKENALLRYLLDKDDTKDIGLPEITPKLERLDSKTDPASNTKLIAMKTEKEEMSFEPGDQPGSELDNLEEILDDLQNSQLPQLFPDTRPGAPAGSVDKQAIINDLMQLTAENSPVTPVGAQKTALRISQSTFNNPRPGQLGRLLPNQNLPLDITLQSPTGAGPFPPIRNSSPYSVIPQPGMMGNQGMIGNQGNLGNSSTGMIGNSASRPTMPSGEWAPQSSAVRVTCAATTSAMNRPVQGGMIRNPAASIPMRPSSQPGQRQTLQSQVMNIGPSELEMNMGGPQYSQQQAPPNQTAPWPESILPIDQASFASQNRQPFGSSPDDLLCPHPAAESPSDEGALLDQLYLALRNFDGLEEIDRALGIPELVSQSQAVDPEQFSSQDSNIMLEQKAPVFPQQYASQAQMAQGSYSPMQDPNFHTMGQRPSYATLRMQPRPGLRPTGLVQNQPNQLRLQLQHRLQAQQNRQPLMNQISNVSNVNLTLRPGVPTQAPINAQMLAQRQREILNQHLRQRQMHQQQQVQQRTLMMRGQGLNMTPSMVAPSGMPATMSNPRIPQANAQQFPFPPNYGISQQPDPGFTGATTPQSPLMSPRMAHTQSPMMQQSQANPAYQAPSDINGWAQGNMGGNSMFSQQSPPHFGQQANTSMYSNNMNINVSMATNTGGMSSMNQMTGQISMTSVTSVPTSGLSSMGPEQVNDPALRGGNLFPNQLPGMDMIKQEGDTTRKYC
# KKLEB tox = CF airway cell cytotoxicity counter-screen. KKLEB CF airway cells viability, ATPlite luminescence, overnight; stronger effect = lower value; cells stimulated with P. aeruginosa culture filtrate. activity change (cytotoxicity), % at 5 µM. 360,000 compounds, 0.36% hits;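 active means corrected activity change at or below -50% at 5 µM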
# LMP1 NFkB inh = reduces LMP1-driven NF-kappaB luciferase signal | LMP1-induced NF-kappaB luciferase reporter cells, luminescence | inhibition, % at 12.5 µM | 350,000 compounds, 0.69% hits | AID 504558; in the data active means inhibition above about 41%;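 further: 0% = neutral control wells and 100% = reference inhibitor control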
# COUP-TFII inh = NR2F2 (human) inhibition, primary screen. HEK293T NGFI-A luciferase reporter, luminescence. P24468. AID 686940. 370,000 compounds, 0.7% hits. inhibition, % at 8.6 µM;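 active means inhibition above a per-plate cutoff, mean inhibition of test wells between control levels plus 3 SD, cut at about 38% in these data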;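 further: cells cotransfected with COUP-TFII expression vector driving the NGFI-A reporter; 0% = median of COUP-TF2 test wells and 100% = reporter-only cells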
# NCOA1 inh = human NCOA1 inhibition; Q15788; HEK293 GAL4-SRC1 luciferase reporter, luminescence; inhibition, % at 3.6 µM; 360,000 compounds, 0.12% hits; AID 588354;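 active means inhibition above the campaign mean plus 3 SD, with each screening campaign given its own cutoff, cut at about 60% in these data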;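 further: 0% = DMSO treated cells and 100% = gossypol at 36 µM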
# NR5A2 inv ag = inverse agonists of human LRH-1 (NR5A2). inhibition, % at 3.6 µM. 360,000 compounds, 0.13% hits. AID 602396. HEK293T StAR-luciferase reporter, LRH-1 transfected, 24 h. O00482;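 active means inhibition above the mean inhibition of all tested compounds plus 3 SD, cut at about 73% in these data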;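 further: 0% = DMSO wells and 100% = reporter-only cells lacking LRH-1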
# SRC3 inh = human NCOA3 inhibition; Q9Y6Q9; HEK293 GAL4-SRC3 luciferase reporter, luminescence; inhibition, % at 3.6 µM; 360,000 compounds, 0.17% hits; AID 588352;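 active means inhibition above a per-campaign cutoff, the mean of all compounds plus 3 SD, cut at about 60% in these data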;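 further: 0% = DMSO-treated cells and 100% = gossypol-treated cells at 36 µM; higher means less SRC3-driven luciferase light from the GAL4 reporter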
# The depositor's hits bear a star; / = no result given.
structure,COUP-TFII inh,KKLEB tox,NR5A2 inv ag,C8 TRAIL sens,SRC3 inh,LMP1 NFkB inh,NCOA1 inh,SRC2 inh,CF NFkB inh,TROY NFkB inh,TWEAK-Fn14 inh
CCC(=O)c1ccc(OCC(=O)Nc2cccc(S(=O)(=O)N(C)c3ccccc3)c2)cc1,6,-14,12,13,8,6,-8,12,-6,44,33
Cc1cccc(C(=O)N/N=C/c2ccoc2)c1,-24,-10,-53,11,-16,-2,-18,-2,8,5,1
Cc1occc1-c1nnc(SCC(=O)Nc2ccccc2-c2ccccc2)n1C,-11,0,7,-6,13,1,-15,-4,-16,-2,8
O=C(c1n[nH]c2c1CCC2)N1CCCC(Nc2cccc(F)c2)C1 (centres undefined),10,6,1,-3,-23,-9,-14,-15,-4,-5,-15
Cc1cc(=O)oc2cc(OCC3CC(c4ccc(N(C)C)cc4)=NO3)ccc12 (centres undefined),13,9,24,-16,-6,4,-25,-9,-18,-3,-41
COc1ccc(CCNC(=O)COC(=O)C2CC2C)cc1 (centres undefined),-1,14,47,-7,5,-1,10,-3,-40,-12,2
C=CCc1ccccc1Oc1cc(F)nc(N)n1,0,4,4,16,-4,11,6,-32,2,10,-11
CC(=O)Nc1ccc(NC(=O)Cn2cc3c(n2)CCCC3)cc1,2,8,20,-13,2,-9,-10,-12,-5,1,-7
Brc1ccc(-c2cn3c(n2)CCc2ccc4cccnc4c2-3)cc1,4,7,8,12,-54,-1,-29,13,-40,12,-1
CCC(=O)N(Cc1cc2cc(C)c(C)cc2[nH]c1=O)C1CCCCC1,19,-12,7,-3,6,5,-6,14,5,0,-30
CC(=O)NC(NC(=S)Nc1ccc(N=Nc2ccccc2)cc1)C(Cl)(Cl)Cl (centres undefined),-6,26,-5,1,-9,5,-18,-9,21,-19,63*
CCOC(=O)CC(=O)Nc1ccccc1C(=O)O,-3,-2,-3,-1,7,4,-3,-29,0,-3,-7
CCOc1ccc2nc(SCC(=O)Nc3cc4c(cc3C(C)=O)OCO4)[nH]c2c1,3,11,3,-4,-3,6,10,5,0,-38,-1
N#Cc1c(Nc2ccccc2Cl)s[nH]c1=O,3,12,12,3,5,-3,-6,8,-77,-29,-30
Cc1ccc(C(=O)Nc2ccc(C(=O)N3CCCCC3C)cc2)cc1 (centres undefined),12,2,-3,2,-16,3,-9,-2,8,-16,-5
COc1ccc(NC(=S)N=Nc2c(O)[nH]c3ccccc23)cc1,-26,-23,-12,5,-7,39,-11,-28,18,-64,28
Cc1cc(NS(=O)(=O)c2ccc(Nc3nc(-c4ccc(C)c(C)c4)cs3)cc2)no1,2,-5,-15,23,6,6,8,-10,5,36,28
CC1CC(C)CN(C(=O)Cn2c(-c3nonc3N)nc3ccccc32)C1 (centres undefined),-6,4,0,0,-13,0,2,28,7,14,7
O=C(NCc1ccccc1)C1=C[C@@H](c2ccc3c(c2)OCO3)C[C@@H](OCc2ccc(CO)cc2)O1,-7,-18,-17,-7,-13,4,-8,-61,-12,-24,-9
CCCN1CCC(NC(=O)Nc2ccc(OC)c(OC)c2)CC1,-1,3,-3,11,3,3,-24,-17,-10,-7,-2
Cc1ccc(NC(=S)NC2CCN(Cc3ccccc3)CC2)cc1C,11,6,10,4,-1,2,-6,-7,-1,23,-7
Cc1cc(C)cc(N2C(=O)CCN(Cc3ccccc3)C2=O)c1,-2,-4,2,7,20,-5,12,3,12,16,3
CCCCNS(=O)(=O)c1ccc(OCC(=O)OC)cc1,6,18,-3,1,13,-3,0,-1,-12,10,11
Cc1ccccc1C(OCC(O)CN1CCCCC1CCO)c1ccccc1 (centres undefined),-4,6,1,1,8,-4,21,19,3,-10,-7
Cc1ccc(S(=O)(=O)N2CCCC2C(=O)NC2=NCCS2)cc1 (centres undefined),7,4,15,-7,-4,0,16,1,-9,/,5
O=C(C1CCCO1)N1CCN(C(=S)Nc2ccc(Cl)cc2Cl)CC1 (centres undefined),14,2,-7,2,0,7,-17,12,-3,2,11
COc1ccc2cc3cc(C(=O)N4CCN(Cc5ccc6c(c5)OCO6)CC4)oc3nc2c1,12,11,-5,-4,-6,2,4,-13,-24,54*,40
CC(C)c1ccc(NC(=O)[C@H](NC(=O)[C@@H]2Cc3ccccc3CN2)c2ccccc2)cc1,-1,-6,-22,25,-5,-11,2,-8,-15,-16,3
COc1cc(CNCCSc2nnnn2C)cc(OC)c1OC,-10,10,14,12,-18,-95,15,-3,-2,3,-12
Cc1ccc(S(=O)(=O)N(C#N)c2nc(C)cc(C)n2)cc1,14,0,17,11,4,8,-1,-13,9,-2,-11
OCCNc1nc(N2CCN(Cc3ccccc3)CC2)nc2ccccc12,-7,2,7,10,6,-8,10,-3,-6,-13,-6
CCN(CC(=O)NCc1ccc(Cl)cc1)CC(=O)NC1(C#N)CCCC1,7,-2,14,2,3,-3,-6,-21,7,-9,13
O=C(COC(=O)c1cc(Cl)ccc1O)NC(=O)NCc1ccccc1,2,6,16,13,11,-6,-11,-9,-25,5,5
CC(C)[C@H](NS(=O)(=O)c1ccccc1)C(=O)OCC(=O)NC(=O)NC1CCCCC1,26,7,-9,-6,-10,10,5,26,-12,-4,-76
COc1ccccc1N1CC(C(=O)OCC(=O)c2ccc(F)cc2)CC1=O (centres undefined),-25,2,2,6,-11,-7,1,19,3,3,-11
CCOC(=O)c1c(C)[nH]c(C(C)=O)c1C,-10,-17,1,-3,-4,32,-5,-12,8,-4,7
CCCCn1c(CCl)nc2cc(S(=O)(=O)N3CCOCC3)ccc21,-9,14,10,69*,46,10,19,63*,45,4,4
Cc1ccc(-c2cc(C(=O)Nc3c(C)n(C)n(-c4ccccc4)c3=O)no2)cc1,3,17,2,-3,12,3,9,2,-10,3,-9
COc1cccc(NC(=O)CCc2nnc3ccc(N4CCN(c5cccc(OC)c5)CC4)nn23)c1,/,-3,4,-4,-7,1,12,/,-10,3,12
COc1ccc(OCCn2cc(/C=C(\C#N)C(=O)NCc3ccco3)c3ccccc32)cc1,1,-48,-28,17,11,0,-9,8,48,-2,-114
O=C(c1ccco1)N1CCN(c2ccc(N3CCCCC3)nn2)CC1,-57,3,-87,-21,-50,-21,-55,-60,-3,-18,-20
O=C(O)CCCN1C(=O)/C(=C\c2ccccc2OCc2ccccc2)SC1=S,5,1,-54,-10,-1,4,-14,17,18,56*,-6
O=C(COC(=O)CSCc1ccccc1)NCc1ccccc1,2,11,4,0,2,2,-48,6,7,-7,-26
O=C1OCCN1C(=O)[C@H]1[C@H](c2ccccc2)C(c2cccc(Cl)c2)=NN1c1ccccc1,/,-17,-19,-6,0,-6,-14,/,30,12,17
CCC1(C)Cc2c(c(=O)n(-c3ccccc3)c3ncnc(N)c23)CO1 (centres undefined),-8,-7,14,-1,7,6,-5,-5,23,3,-24
O=C(CCNS(=O)(=O)c1ccc(Br)cc1)NCCCSc1ccccc1,-6,-18,22,-17,-5,-5,9,0,6,-17,9
C=CCn1c(=O)[nH]c2cc(C(=O)N3CCN(c4cc(C)ccc4C)CC3)ccc2c1=O,24,1,1,-17,2,5,-4,10,1,4,23
COc1ccc(S(=O)(=O)N2CCCCCC2)cc1C(=O)N1CCN(c2ccccc2O)CC1,1,1,-21,-3,3,3,-8,1,-8,-7,4
COc1cc(C(=O)N/N=C/c2cccc(Oc3ccccc3)c2)ccc1O,-1,-13,6,1,8,2,7,7,14,-14,-12
COc1ccccc1C(NC(=O)C1CCN(CCOc2ccc(Cl)cc2)CC1)c1ccccn1 (centres undefined),5,2,7,14,3,/,0,22,-21,2,12

# Other results:
structure,COUP-TFII inh,KKLEB tox,NR5A2 inv ag,C8 TRAIL sens,SRC3 inh,LMP1 NFkB inh,NCOA1 inh,SRC2 inh,CF NFkB inh,TROY NFkB inh,TWEAK-Fn14 inh
CC(=O)Nc1ccc2nc(-c3ccc(Br)o3)[nH]c2c1,-33,-3,-75,20,-19,-18,-50,-40,-13,-51,1
Cc1ccc(C(=O)NC(=S)NNC(=O)COc2ccccc2C)cc1,-30,-21,-14,-10,-3,-8,-21,-8,35,10,2
CCCCC(=O)Nc1nc(-c2ccc(S(=O)(=O)N3CCOCC3)cc2)cs1,29,-7,-4,15,19,13,8,2,5,21,11
C/C=C\C=C\C(=O)Nc1cccc(C2=NOC3(C2)C[C@@H](C(N)=O)N(C(=O)C(c2ccccc2)c2ccccc2)C3)c1 (some centres undefined),0,-1,-1,5,-7,3,-7,1,19,-2,16
O=[N+]([O-])c1ccc(O)c(/C=N/Nc2ccc(Cl)nn2)c1,6,-81*,14,10,82*,27,68*,-11,62*,-23,-68
COc1ccc(C(=O)NC(=S)N2CCN(c3ccccc3O)CC2)cc1,-2,1,-48,-5,-13,-3,-25,-3,-22,-36,-8
O=C(Cn1cccc1C(=O)c1ccccc1)NCc1ccccn1,-8,-1,-10,-3,1,1,-3,14,2,13,-12
Nc1ccccc1N=Nc1ccccc1N,-56,-8,-79,24,-147,-49,-102,-25,2,-65,-17
C/C(N)=C(/C#N)C(=O)COC(=O)[C@@H](NC(=O)c1ccccc1Cl)C(C)C,-7,4,-9,1,9,9,-6,-18,-9,7,-3
O=C(Nc1ccc(N2CCOCC2)cc1)c1cccc(-n2cnnc2)c1,-7,13,13,-3,17,1,-17,-13,8,-1,15
CN1/C(=C/C2CC(=O)N(c3ccc([N+](=O)[O-])cc3)C2=O)C(C)(C)c2ccccc21 (centres undefined),20,5,7,-8,-6,1,-2,-2,-4,31,-2
O=S(=O)(c1cccs1)N1CCN(c2ccccc2)CC1,11,-3,-1,-12,7,3,2,-22,3,-8,31
CC(=O)C1C(c2ccc(O)cc2)NC(=O)NC1(O)C(F)(F)F (centres undefined),8,-8,-7,-20,10,5,-6,-8,9,-23,6
COc1cc(F)cc(-c2ccc3c(c2)c(-c2cccs2)c(-c2cc(OC)cc(OC)c2)n3C)c1,22,-21,-4,22,-1,23,-40,-27,25,38,35
CCCc1[nH]n(-c2nc3ccccc3s2)c(=O)c1C=NCCCOC,-18,6,-26,-10,9,-8,-14,2,-12,-19,-6
CCOC(=O)N1CCN(Cc2nc(-c3ccccc3)no2)CC1,-4,-3,-35,-9,-11,-5,-32,-20,10,-16,2
CSc1nc2ccccc2n1CC(=O)Nc1ccc(C)c(C)c1,6,10,16,22,22,1,10,-9,12,-15,-34
COc1ccc(N2CCN(C(=O)CN3c4cccc5cccc(c45)S3(=O)=O)CC2)cc1,20,2,-1,-8,-1,8,-6,9,-13,-5,-24

# Screening data from PubChem BioAssay.

# Random draw from the library; any-hit rate near 4.2%.
